PAX8 reporter: inhibitors of PAX8-driven TPO luciferase reporter, primary screen, RMG-I cells, single concentration. inhibition, % at 12.6 µM. hit rate 1.2% among 360,000. SteadyGlo, 24 h;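 active means mean replicate inhibition at least 60% with every replicate also reaching 60%; inconclusive means only one of the two criteria is met; inactive means mean below 60% and not all replicates reaching 60%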;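 further: luciferase light reporting Pax8 driven TPO promoter activity; plate controls were median of neutral control wells for no effect and mitoxantrone controls for full effect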
ARNT TACC3 PPI: disruptors of ARNT/TACC3 protein interaction, primary screen, biochemical, AlphaScreen, single concentration; inhibition, % at 9.99 µM; AlphaScreen His-ARNT PAS-B/GST-TACC3 binding, luminescence; TACC3 fragment carries E629A point mutation; Transforming acidic coiled-coil-containing protein 3 (Homo sapiens), Q9Y6A5; AID 623870, 2012; hit rate 0.66% among 390,000;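 active means mean inhibition of replicates at least 50% and at least half of replicates each reaching 50%; inconclusive means half or more replicates reach 50% but mean below 50%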;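 further: 0% = complete ARNT plus TACC3 wells and 100% = ARNT alone without TACC3; many hits fall short of the cut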
CASP6 VEID inh: human caspase-6 inhibitors, primary screen, biochemical, VEID-R110 fluorescence, single point, set 2; hit rate 0.53% among 350,000; AID 686996, 2013; inhibition, % at 12.5 µM; purified caspase-6, Z-VEID-R110 cleavage fluorescence;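 active means mean inhibition across replicates at least about 35%, with every replicate also reaching that limit, limit read from the data; inconclusive means only one of the two criteria met; inactive means neither criterion met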;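 further: 0% = median of neutral control wells and 100% = no fluorescence left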
Target sequence (P55212 24-179 limits assumed): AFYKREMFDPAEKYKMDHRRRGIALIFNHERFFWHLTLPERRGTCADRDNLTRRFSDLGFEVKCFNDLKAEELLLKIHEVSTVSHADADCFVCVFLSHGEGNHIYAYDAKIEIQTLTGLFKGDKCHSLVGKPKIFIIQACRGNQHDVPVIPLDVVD
Target sequence (P55212 194-293 limits assumed): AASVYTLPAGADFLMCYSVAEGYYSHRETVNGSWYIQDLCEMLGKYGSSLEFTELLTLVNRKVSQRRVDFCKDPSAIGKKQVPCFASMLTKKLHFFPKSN
LGR2 inh: inhibitors of bursicon-induced LGR2 CRE-luciferase signal, primary screen, cell-based, HEK293, CRE-luciferase reporter, bursicon stimulation | hit rate 0.35% among 380,000 | inhibition, % at 9.99 µM | AID 720647, 2013 | bursicon-stimulated, 4 h;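 active means drop in luminescence signal, shown as inhibition above about 50% in the replicate tests, limit read from the data, passing the limit was not always enough; inconclusive means probably only some replicates passing the limit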;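 further: agonist challenge used bursicon conditioned medium at about half maximal strength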
SIRT5 inh: SIRT5 desuccinylase inhibitors, primary screen, biochemical, fluorescence imaging, single point, set 5. NAD-dependent protein deacylase sirtuin-5, mitochondrial (Homo sapiens), Q9NXA8. Purified SirT5, succinyl-peptide AMC, trypsin-coupled fluorescence. inhibition, % at 15 µM. hit rate 1.1% among 330,000; in the data active means inhibition above about 15%; inconclusive means no clear call, values can overlap the other calls
Target sequence (Q9NXA8 whole entry, looked up): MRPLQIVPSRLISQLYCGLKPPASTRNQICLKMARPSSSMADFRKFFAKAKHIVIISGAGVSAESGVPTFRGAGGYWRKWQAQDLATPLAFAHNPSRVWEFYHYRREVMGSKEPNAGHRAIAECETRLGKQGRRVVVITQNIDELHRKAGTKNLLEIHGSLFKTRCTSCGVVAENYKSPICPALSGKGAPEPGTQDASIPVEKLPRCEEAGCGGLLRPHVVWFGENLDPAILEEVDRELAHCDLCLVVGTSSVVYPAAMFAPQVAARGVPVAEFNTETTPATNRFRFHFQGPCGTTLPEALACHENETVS
EWS-Fli block: EWS/Fli-driven NR0B1 reporter inhibitors, primary screen, A673 cells, NR0B1 luciferase, luminescence, MLPCN library; viability-normalised; inhibition, % at 12.6 µM; hit rate 0.67% among 350,000;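 active means mean inhibition of at least 50% after viability correction, with every replicate also passing that limit; inconclusive means mean reaches 50% but only one of two replicates passes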;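 further: firefly luciferase signal divided by Alamar Blue viability fluorescence both relative to DMSO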
DENV2 CPE: inhibitors of DENV2 cytopathic effect, primary screen, cell-based, plate reader, single concentration. CPE inhibition, % at 9.99 µM. DENV2-infected cells, cytopathic effect rescue. hit rate 1.7% among 350,000; in the data active means CPE inhibition above about 20%, passing the limit was not always enough; inconclusive means no clear call, values can overlap the other calls; tested in BHK-21 cells;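 further: 0% = median of neutral control wells and 100% = median of positive control wells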
Active calls of the source: *; ? = inconclusive; nt = no result given. This is a random part of the collection; any-hit rate near 4.9%.

SMILES | PAX8 reporter | ARNT TACC3 PPI | CASP6 VEID inh | LGR2 inh | SIRT5 inh | EWS-Fli block | DENV2 CPE
CNC[C@H]1Oc2ncc(Br)cc2C(=O)N([C@H](C)CO)C[C@@H]1C | -43 | nt | nt | -1 | -1 | -11 | -8
CC(C)CC(OC(=O)c1ccc(Cl)nc1)C(=O)NC1CCCC1 (stereo not given) | -7 | 0 | 1 | -8 | 0 | -19 | 8
O=C1C2C3C=CC(CC3)C2C(=O)N1c1nccs1 (stereo not given) | -7 | -3 | 67* | nt | -1 | 6 | 3
CC(=O)OCCN(CCCn1c(-c2ccncc2)nc2ccccc21)c1nc(-c2ccc(C)cc2)cs1 | 21 | nt | -3 | -29 | -2 | 14 | ?
Cc1cccc(-c2ccc([C@H]3[C@@H](CO)N4C(=O)CN(C(=O)c5ccc6c(c5)OCO6)C[C@@H]34)cc2)c1 | 0 | nt | 1 | -3 | 10 | 11 | -2
O=C(CCC(=O)N1CCCC1)Nc1ccc(Cl)c(Cl)c1 | 10 | nt | 0 | -8 | -5 | nt | 14
Cn1cccc1Cc1nnc(SCC(=O)Nc2cccc(F)c2)n1CCc1ccccc1 | 15 | 6 | 0 | 10 | nt | 2 | -2
COc1ccc2c3c(n(C)c2c1)[C@@H](CO)N(Cc1ccncc1)CC31CCN(C(=O)C2CCC2)CC1 | -3 | nt | 0 | -4 | 2 | 6 | 0
C[C@H](NC(=O)c1nc[nH]c1C(=O)N[C@H](C)c1ccccc1)C(=O)OCc1ccccc1 | 10 | 7 | 3 | -10 | 2 | -8 | -2
O=[N+]([O-])c1ccc2c(c1)CCO[C@@]21O[C@H](CCO)C[C@H](O)[C@H]1O | -2 | nt | 5 | 12 | -5 | -3 | 3
C[C@H]1CCCCO[C@H](CN(C)S(=O)(=O)c2ccccc2)[C@@H](C)CN([C@@H](C)CO)C(=O)c2cc(NC(=O)CCC(F)(F)F)ccc2O1 | -8 | -18 | -1 | 16 | 5 | 0 | 10
Cc1ccc(S(=O)(=O)Nc2cccc3c2O[C@H](CN(C)S(=O)(=O)c2ccc(C)cc2)[C@@H](C)CN([C@@H](C)CO)C3=O)cc1 | -9 | 0 | -3 | 6 | -7 | -5 | ?
COCCNC(=O)C[C@H]1C[C@H]2c3cc(NC(=O)c4cccnc4)ccc3O[C@H]2[C@@H](CO)O1 | 7 | -5 | 6 | 12 | -3 | 3 | nt
O=C(COC(=O)c1ccccc1SCC(=O)N1CCCC1)Nc1ccccc1 | 5 | nt | 1 | -5 | 0 | -5 | 7
O=C(CCc1nnc(-c2ccc3c(c2)OCO3)o1)NC(c1ccccn1)C(F)(F)F (stereo not given) | -5 | -5 | -1 | -17 | 1 | -10 | nt
NCCCCCCNC(=O)[C@@H]1C[C@@H]2C(=O)N[C@@H](Cc3ccccc3)C(=O)N2[C@@H]1c1ccc(O)cc1 | 6 | -5 | 2 | nt | -1 | -13 | 5
COc1ccc(N(CC(=O)NC2CCCCC2)C(=O)CCCC(=O)Nc2ccccn2)cc1 | 5 | -3 | -3 | -3 | nt | 4 | 2
O=C(Nc1ccc(Cl)cc1)c1ccc(S(=O)(=O)N2CCOCC2)cc1 | -6 | nt | 0 | 6 | -6 | 0 | -3
COC(=O)c1ccc(NC(=O)CN(C)Cc2cccc(F)c2)cc1 | 0 | -9 | -2 | 8 | -7 | -3 | -1
COc1ccc(-n2c(-c3ccc(Br)cc3)n[nH]c2=S)cc1 | 2 | 35 | 4 | nt | -4 | 13 | 1
CCCc1ccc(OCc2ccc(C(=O)NCc3cccnc3)o2)c(OC)c1 | -25 | -4 | 3 | 3 | -3 | -10 | 1
O=C(c1ccc(Cn2c(=S)[nH]c3ccccc3c2=O)cc1)N1CCN(c2ccccn2)CC1 | 8 | 4 | -3 | 22 | 1 | 10 | nt
Cc1noc(C)c1S(=O)(=O)Nc1ccc2c(c1)CC(=O)N([C@@H](C)CO)C[C@H](C)[C@H](CN(C)C(=O)NC1CCCCC1)O2 | nt | 3 | -1 | 5 | 2 | -1 | 4
O=C1C=CC(=O)C(CNc2ccc(C(=O)OCc3ccccc3)cc2)=C1 | 1 | 12 | 7 | 9 | 4 | 59* | 0
CCNC(=O)[C@H]1[C@H](CO)[C@H]2Cn3c(ccc(C4=CCCCC4)c3=O)[C@H]2N1CC1CC1 | nt | -6 | -1 | -4 | -10 | 5 | -2

Following part.
SMILES | PAX8 reporter | ARNT TACC3 PPI | CASP6 VEID inh | LGR2 inh | SIRT5 inh | EWS-Fli block | DENV2 CPE
O=C(Nc1ccccc1C(=O)Nc1ccccn1)c1cccc([N+](=O)[O-])c1 | 0 | 21 | 3 | 23 | -1 | 1 | 0
COc1ccc(-n2sc3ccc(F)cc3c2=O)cc1 | -11 | 0 | 0 | ? | -7 | -27 | -4
C[C@@H]1CN([C@@H](C)CO)C(=O)c2cc(NS(=O)(=O)c3cn(C)cn3)ccc2O[C@@H](C)CCCCO[C@@H]1CN(C)Cc1ccc(C(=O)O)cc1 | -1 | 6 | nt | 23 | nt | -16 | 2
CCOC(=O)N1CCN(C(=O)c2ccc(Cn3c(=S)[nH]c4ccc(Br)cc4c3=O)cc2)CC1 | 11 | -1 | nt | 12 | 3 | 46 | 5
CCO[C@@H]1OC(C(=O)NCc2nc3ccccc3[nH]2)=C[C@H](C)[C@H]1CCCO | 1 | 1 | nt | 10 | nt | 0 | -8
COc1ccccc1N1CCN(C(=O)c2cccc(S(=O)(=O)NCc3cccnc3)c2)CC1 | 12 | 7 | -3 | 5 | 1 | 4 | -7
CC#CC#Cc1cccc(=O)o1 | 44 | -2 | 53* | -8 | -12 | 13 | 3
Cc1noc(C)c1NC(=O)N(C)C[C@H]1Oc2ccc(NC(=O)NC3CCCCC3)cc2C(=O)N([C@@H](C)CO)C[C@@H]1C | nt | -7 | 0 | -8 | 0 | -5 | -7
C[C@@H]1CN([C@@H](C)CO)S(=O)(=O)c2ccc(-c3ccccc3F)cc2O[C@H]1CN(C)C(=O)C1CC1 | nt | -3 | -2 | -18 | -2 | 7 | 1
Clc1ccc(N=C2SCC3CCCCN23)cc1 (stereo not given) | -152 | -11 | -5 | -65 | -5 | -131 | -6
COCC(=O)Nc1ccc2c(c1)[C@H]1C[C@H](CC(=O)NCc3ccc(Cl)cc3)O[C@@H](CO)[C@H]1O2 | 8 | nt | nt | -5 | nt | -5 | nt
COc1cc2ncnc(NCc3cccc(F)c3F)c2cc1OC | 20 | -6 | -1 | 16 | 1 | 9 | -5
O=C1NNC(c2ccccc2)=N/C1=C\c1ccc(Cl)cc1 | 2 | nt | 1 | 5 | -3 | 16 | -4
CCCCn1c(=O)[nH]c(=O)c2c1nc(-c1ccccc1F)n2Cc1ccccc1OC | 21 | 7 | 1 | 5 | -7 | 11 | -5
c1ccc(-c2nnc(-c3ccccc3)nn2)cc1 | -44 | nt | 0 | -35 | 4 | -4 | 1
Cc1ccc(/C=C2\SC(=S)N(CCC(=O)N3CCCCC3)C2=O)cc1 | 6 | 20 | 10 | 11 | -3 | -13 | -6
COc1cc2c(cc1OC)CN(C1CCC(C)CC1)CC2 (stereo not given) | 10 | nt | 0 | -5 | nt | 2 | ?
CO[C@@H]1CN(C)C(=O)c2cc(NS(=O)(=O)c3cccc(Cl)c3)ccc2OC[C@H](C)NC[C@H]1C | nt | nt | 3 | -14 | -1 | -2 | 9
CC(C)NC(=O)N(C)C[C@H]1Oc2cc(C#C[C@@H](C)O)ccc2S(=O)(=O)N([C@@H](C)CO)C[C@H]1C | -9 | 1 | -2 | -5 | -2 | -7 | -1
CC(=O)NC(=S)Nc1cccc2ccc(C)nc12 | 18 | 3 | -1 | 5 | -2 | -16 | 3
Cc1ncoc1C(=O)N1CCc2c([nH]c3ccccc23)C1C(C)(C)C (stereo not given) | 19 | 14 | 1 | 32 | 0 | 12 | -8
CCC(=O)Nc1ccc2c(c1)OC[C@@H](C)N(C(=O)Cc1cccnc1)C[C@H](C)[C@@H](OC)CN(C)C2=O | -5 | -2 | 1 | 11 | -6 | -6 | 1
CCOC(=O)CSC1=C(C#N)C(c2sccc2C)C(C(C)=O)=C(C)N1 (stereo not given) | nt | -3 | 0 | 2 | 34* | 2 | 0
CCc1c(C)nc(N2CCOCC2)[nH]c1=O | nt | -4 | 0 | 0 | -2 | nt | nt
CN(C)C(CNC(=O)c1ccc(C(=O)c2ccccc2)cc1)c1ccccc1 (stereo not given) | -11 | 8 | 3 | -3 | 4 | -11 | -2

Entries from the list above that have an aryl thioether with sulfur outside any ring (2):
SMILES | PAX8 reporter | ARNT TACC3 PPI | CASP6 VEID inh | LGR2 inh | SIRT5 inh | EWS-Fli block | DENV2 CPE
Cn1cccc1Cc1nnc(SCC(=O)Nc2cccc(F)c2)n1CCc1ccccc1 | 15 | 6 | 0 | 10 | nt | 2 | -2
O=C(COC(=O)c1ccccc1SCC(=O)N1CCCC1)Nc1ccccc1 | 5 | nt | 1 | -5 | 0 | -5 | 7

Other results:
SMILES | PAX8 reporter | ARNT TACC3 PPI | CASP6 VEID inh | LGR2 inh | SIRT5 inh | EWS-Fli block | DENV2 CPE
Cc1noc(C)c1S(=O)(=O)Nc1ccc2c(c1)CC(=O)N([C@@H](C)CO)C[C@@H](C)[C@@H](CN(C)Cc1ccc(-c3ccccc3)cc1)O2 | nt | nt | -1 | -5 | 5 | 17 | 14
C[C@@H]1CCCCO[C@H](CN(C)C(=O)Cc2ccccc2)[C@H](C)CN([C@@H](C)CO)C(=O)c2cc(NS(=O)(=O)c3cn(C)cn3)ccc2O1 | 3 | 9 | -2 | -18 | 1 | -4 | -3
CC(=O)Nc1cccc(-c2ccnc3c2CC(C(=O)Nc2ccc(C(C)C)cc2)O3)c1 (stereo not given) | 13 | nt | 0 | 19 | 1 | 22 | 14
C[C@@H]1CN([C@H](C)CO)C(=O)Cc2cc(NS(=O)(=O)c3ccc(Cl)cc3)ccc2O[C@H]1CN(C)CC1CC1 | nt | 6 | 2 | -15 | 1 | -9 | -4
O=C1CCCN1c1ccc(S(=O)(=O)N2CCN(c3ccccn3)CC2)cc1 | nt | 20 | 0 | 0 | -7 | nt | nt
O=C(/C=C/c1cccs1)NNC(=O)c1cccc([N+](=O)[O-])c1 | 29 | 3 | -3 | -6 | 0 | -18 | 15
CCCCc1c(O)nc(SCC(=O)N2CCCCC2)[nH]c1=O | 3 | -9 | -3 | -3 | 1 | 14 | -2
O=C(NCCCn1ccnc1)c1nn2c(C(F)(F)F)cc(-c3ccc(Br)cc3)nc2c1Cl | 28 | 8 | -3 | 12 | 0 | 16 | 13
Cc1ccc(S(=O)(=O)N2CCN(CCNC(=O)C(=O)NCc3ccccc3)CC2)cc1 | 1 | 10 | -2 | 17 | -2 | -5 | 1
O=C(NC(=S)Nc1ccccc1Cl)c1csnn1 | nt | 10 | 1 | -38 | -7 | -14 | -7
COc1ccc(C(=O)NCc2nnc(SCC(=O)Nc3nc4ccccc4s3)o2)cc1 | -24 | 4 | nt | -14 | nt | nt | nt
N#C[C@@H]1[C@H](c2ccc(-c3cccnc3)cc2)[C@H](CO)N1C(=O)C1CCC1 | 10 | 30 | 0 | 41 | -4 | 11 | -14
CCNC(=O)C[C@H]1CC[C@@H]2[C@@H](COc3ccc(NC(=O)c4ccc(F)cc4)cc3C(=O)N2C)O1 | -6 | 8 | -3 | -21 | -4 | -10 | ?
C[C@H]1CN([C@@H](C)CO)C(=O)Cc2cc(NC(=O)Nc3ccc(C(F)(F)F)cc3)ccc2O[C@H]1CN(C)S(C)(=O)=O | 4 | 3 | -1 | -12 | 5 | nt | -2
COCCNC(=O)C(c1ccc(F)cc1)N(Cc1ccco1)C(=O)CCC(=O)Nc1ccccn1 (stereo not given) | -2 | -1 | 4 | 28 | -6 | 3 | -5

Compound activity as filed in PubChem.
